# ER stress rescue – protection against thapsigargin-triggered cell killing – 384-well, CSM14.1, ATP luminescence, primary screen (AID 1222); CSM14.1 thapsigargin-induced death rescue, ATP luminescence; higher % means a stronger effect; one-dose cellular ATP content (survival), % at 20 µM; EC50 in µM for titrated hits; 190,000 tested, under 10 active;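 active = EC50 below 50 µM in the dose-response confirmation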;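 also: death triggered by thapsigargin at about 15 µM added after 2 h compound pretreatment; cell ATP read after overnight thapsigargin exposure of roughly 18 to 22 hours; normalized against plate controls of thapsigargin alone and 5% DMSO vehicle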
# Myeloid diff 2 – myeloid differentiation induction. ER-HoxA9 myeloid progenitors, lysozyme-GFP differentiation, flow cytometry. calls only at 10 µM. 360,000 compounds, 1% hits;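 active = normalized GFP-positive differentiation at or above the plate's own cutoff, the solvent-only control mean plus 3 SD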;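 also: cells exposed to compound for four days before flow analysis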
# P. falciparum M17LAP – P. falciparum M17LAP inhibitors, primary screen, biochemical, fluorogenic H-Leu-NHMec substrate, 1536-well (AID 1619); inhibition, % at 30 µM, or IC50 in µM where a hit was titrated; 220,000 compounds, 0.38% hits; recombinant M17LAP, H-Leu-NHMec fluorogenic kinetic assay; higher % means a stronger effect;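 active = compound inhibiting the enzyme by more than half at any dose during confirmatory dose-response retesting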;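 also: plate controls were full reaction with DMSO carrier for no effect and no enzyme background for full effect; strong numbers were not always called active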
# TNAP activators – stimulation of alkaline phosphatase TNAP activity – biochemical, luminescent, no phosphate acceptor, uHTS, primary screen (AID 1001); purified TNAP, luminescent activation assay, no phosphate acceptor; higher activation fold means a stronger effect; one-dose activation fold at 20 µM; EC50 in µM for titrated hits; 200,000 compounds, 0.03% hits; in the data active = activation fold from about 3, or a potency from the dose series; inactive = the rest, 99 in 100 with activation fold below about 1.6; also: many of its hits are not listed in these tables
# P. falciparum M1AAP – malaria alanyl aminopeptidase activity blockers – biochemical, fluorogenic H-Leu-NHMec substrate, 1536-well (AID 1445) | 220,000 compounds, 0.42% hits | inhibition, % at 30 µM; hits with a dose series show IC50 in µM | recombinant M1AAP, H-Leu-NHMec fluorogenic kinetic assay; higher % means a stronger effect;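 active = primary inhibition above the hit cutoff, then over 50% inhibition at one or more dose response concentrations, cut at about 23% in these data, passing the limit was not always enough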;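 also: plate controls were DMSO full reaction for no effect and no enzyme background for full effect; strong numbers were not always called active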
# human PMI inhibition – inhibitors of human PMI, primary screen, biochemical, fluorescence intensity, coupled assay (AID 1209); purified PMI enzyme, coupled fluorescence intensity; higher % means a stronger effect; inhibition, % at 20 µM, or IC50 in µM where a hit was titrated; 190,000 compounds, 0.42% hits;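 also: plate controls were DMSO vehicle for no effect and wells lacking substrate for full effect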
# LYP inhibition – inhibitors of LYP phosphatase, biochemical, fluorescence intensity, uHTS (AID 1779); recombinant LYP phosphatase, fluorescence intensity; higher % means a stronger effect; inhibition, % at 11.5 µM, or IC50 in µM where a hit was titrated; 290,000 compounds, 0.054% hits;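 also: plate controls were vehicle with enzyme for no effect and no enzyme for full effect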
# human PMI inhibitors – human PMI inhibitors, high substrate, primary screen, biochemical, fluorescence intensity, high mannose 6-phosphate (AID 1220); recombinant PMI enzyme, coupled fluorescence intensity; higher % means a stronger effect; one-dose inhibition, % at 20 µM; IC50 in µM for titrated hits; 190,000 compounds, 0.66% hits
# XIAP displacement – small molecules displacing peptide from XIAP – biochemical, IAP family, fluorescence polarization (AID 1018). XIAP BIR domain, fluorescence polarization peptide displacement; higher % means a stronger effect. displacement, % at 20 µM, or IC50 in µM where a hit was titrated. 200,000 compounds, 0.007% hits; in the data active = displacement above about 50%; also: a part of the inactive calls stands beside numbers as strong as those of hits
# Myeloid diff 2 GFP+ MAC1+ % – further read-out of Myeloid diff 2, marked with its call; GFP+ MAC1+ double positive, %; measured here: differentiation confirmed by MAC1 staining
# Numbers without * were called inactive; i = inactive; nt = no result given. Rule as the data show it, unless noted: active = inhibition above about 50%; inactive = the rest.
SMILES,ER stress rescue,Myeloid diff 2,Myeloid diff 2 GFP+ MAC1+ %,P. falciparum M17LAP,TNAP activators,P. falciparum M1AAP,human PMI inhibition,LYP inhibition,human PMI inhibitors,XIAP displacement
O=C(CN1CCN(CC(=O)c2ccc(F)cc2)CC1)Nc1ccccc1Cl,-0.4%,i,0.3,15%,0.9,1%,-41%,0%,-122%,1.2%
O=C(N/N=C\C=C\c1ccco1)c1cncc(Br)c1,nt,i,0.3,7%,nt,1%,nt,7%,nt,nt
O=C(CN1C(=O)/C(=C/c2c(F)cccc2Cl)Oc2ccccc21)NCc1ccco1,1.2%,nt,nt,-1%,1,3%,14%,3%,13%,-9.8%
O=C(Nc1ccc(Nc2ccccc2)cc1)C(Cl)(Cl)Cl,-1.9%,i,0.3,-5%,1,9%,-6%,-5%,10%,-6.4%
O=C(c1ccccc1Cl)N(Cc1ccc(Br)cc1)N1C(=O)CCC1=O,-0.9%,i,0.2,12%,1,3%,-1%,2%,-6%,-12%
Cc1cc(C(=O)OCC(=O)N2CC(=O)Nc3ccccc32)c(C)n1-c1ccc(F)cc1,-0.4%,i,0.8,11%,1.1,2%,14%,-4%,6%,6.3%
Cc1cn(C(=O)c2ccccc2)c(=S)n1-c1ccc(Br)cc1,0.0%,i,1.2,-3%,1.1,6%,10%,0%,5%,0.2%
Cc1nc(NC(=O)c2cccs2)ccc1Br,0.3%,i,1.0,6%,1.1,0%,3%,-4%,-2%,2.7%
Cc1cc(C(=O)NCC(=O)OCC(=O)N(C2CCCCC2)C2CCCCC2)ccc1[N+](=O)[O-],15%,i,0.6,5%,0.9,7%,14%,-4%,7%,-6.1%
O=C(Cn1cc(SCc2cccc(Cl)c2)c2ccccc21)N1CCOCC1,0.3%,i,0.3,15%,1,8%,29%,-3%,28%,-9.8%
COc1cc2c(cc1NC(=O)C(c1ccccc1)c1ccccc1)CCCC2,1.3%,i,1.2,6%,1.1,2%,6%,-2%,2%,-5.8%
CCOc1ccc(NC(=O)CN2C(=O)NC(CCSC)C2=O)cc1 (stereo not drawn),-0.2%,i,0.6,28%,1,3%,-10%,2%,-9%,-2.9%
COC(=O)c1ccc(N2C(=O)CC(N(C)Cc3ccccc3)C2=O)cc1 (stereo not drawn),0.8%,i,1.1,-3%,1.1,0%,-2%,-2%,-3%,-7.8%
CCCCOP(=O)(OCCCC)C(O)c1ccc(Br)cc1 (stereo not drawn),-0.3%,i,0.3,19%,1,4%,14%,-2%,10%,-4.2%
Fc1ccc(C2CCCN2Cc2nc(CC3CC3)no2)cc1 (stereo not drawn),-1.8%,i,0.2,9%,1.1,-5%,9%,-5%,5%,3.6%
O=S1(=O)C=C(SCc2ccc(Cl)c(Cl)c2)Nc2ccccc21,4.8%,i,0.9,0%,1,4%,-1%,0%,4%,-4.5%
O=C(Oc1ccc(C(=S)N2CCOCC2)cc1Br)c1cc(Cl)ccc1Cl,-0.3%,i,2.0,-15%,1.1,9%,7%,-3%,2%,-0.9%
COP(=O)(CN(Cc1ccccc1)C(=S)Nc1c(C)cccc1C)OC,0.5%,i,0.6,10%,1.1,-9%,-8%,-3%,-7%,-8.7%
COc1ccc(N2CCCn3c2nc2c3c(=O)n(CCc3ccccc3)c(=O)n2C)cc1,2.0%,i,0.7,nt,0.9,nt,5%,2%,0%,-3.6%
COc1ccc(C2CC(c3ccccc3)=NN2C(=O)CSc2ncn[nH]2)cc1 (stereo not drawn),-0.7%,i,0.5,0%,0.9,3%,12%,-1%,13%,-8.3%
O=c1[nH]c2ccc(Cl)cc2c(O)c1Cc1ccccc1,-0.8%,i,0.5,11%,1.1,5%,6%,-1%,3%,-3.4%
COCCNC(=O)c1onc(CSc2cc(C)cc(C)c2)c1C(=O)NCCOC,nt,i,1.9,-4%,nt,-2%,nt,-7%,nt,nt
Cc1[nH]c(=O)c(C#N)c(C)c1Br,nt,i,2.4,4%,1.1,5%,3%,-2%,-1%,-1.8%
COc1ccc(S(=O)(=O)N(C)CC(=O)Nc2ccccc2C(F)(F)F)cc1OC,1.4%,i,1.0,-2%,1.1,-1%,6%,-1%,2%,3.8%
Cc1cc(C)n(-c2nc3ccccc3nc2N2CCOCC2)n1,-1.1%,i,0.7,-3%,1,6%,11%,0%,18%,-21%

# 16 of the compounds above, with bars between the fields.
Compound | ER stress rescue | Myeloid diff 2 | Myeloid diff 2 GFP+ MAC1+ % | P. falciparum M17LAP | TNAP activators | P. falciparum M1AAP | human PMI inhibition | LYP inhibition | human PMI inhibitors | XIAP displacement
O=C(Cn1cc(SCc2cccc(Cl)c2)c2ccccc21)N1CCOCC1 | 0.3% | i | 0.3 | 15% | 1 | 8% | 29% | -3% | 28% | -9.8%
COc1cc2c(cc1NC(=O)C(c1ccccc1)c1ccccc1)CCCC2 | 1.3% | i | 1.2 | 6% | 1.1 | 2% | 6% | -2% | 2% | -5.8%
CCOc1ccc(NC(=O)CN2C(=O)NC(CCSC)C2=O)cc1 (stereo not drawn) | -0.2% | i | 0.6 | 28% | 1 | 3% | -10% | 2% | -9% | -2.9%
COC(=O)c1ccc(N2C(=O)CC(N(C)Cc3ccccc3)C2=O)cc1 (stereo not drawn) | 0.8% | i | 1.1 | -3% | 1.1 | 0% | -2% | -2% | -3% | -7.8%
CCCCOP(=O)(OCCCC)C(O)c1ccc(Br)cc1 (stereo not drawn) | -0.3% | i | 0.3 | 19% | 1 | 4% | 14% | -2% | 10% | -4.2%
Fc1ccc(C2CCCN2Cc2nc(CC3CC3)no2)cc1 (stereo not drawn) | -1.8% | i | 0.2 | 9% | 1.1 | -5% | 9% | -5% | 5% | 3.6%
O=S1(=O)C=C(SCc2ccc(Cl)c(Cl)c2)Nc2ccccc21 | 4.8% | i | 0.9 | 0% | 1 | 4% | -1% | 0% | 4% | -4.5%
O=C(Oc1ccc(C(=S)N2CCOCC2)cc1Br)c1cc(Cl)ccc1Cl | -0.3% | i | 2.0 | -15% | 1.1 | 9% | 7% | -3% | 2% | -0.9%
COP(=O)(CN(Cc1ccccc1)C(=S)Nc1c(C)cccc1C)OC | 0.5% | i | 0.6 | 10% | 1.1 | -9% | -8% | -3% | -7% | -8.7%
COc1ccc(N2CCCn3c2nc2c3c(=O)n(CCc3ccccc3)c(=O)n2C)cc1 | 2.0% | i | 0.7 | nt | 0.9 | nt | 5% | 2% | 0% | -3.6%
COc1ccc(C2CC(c3ccccc3)=NN2C(=O)CSc2ncn[nH]2)cc1 (stereo not drawn) | -0.7% | i | 0.5 | 0% | 0.9 | 3% | 12% | -1% | 13% | -8.3%
O=c1[nH]c2ccc(Cl)cc2c(O)c1Cc1ccccc1 | -0.8% | i | 0.5 | 11% | 1.1 | 5% | 6% | -1% | 3% | -3.4%
COCCNC(=O)c1onc(CSc2cc(C)cc(C)c2)c1C(=O)NCCOC | nt | i | 1.9 | -4% | nt | -2% | nt | -7% | nt | nt
Cc1[nH]c(=O)c(C#N)c(C)c1Br | nt | i | 2.4 | 4% | 1.1 | 5% | 3% | -2% | -1% | -1.8%
COc1ccc(S(=O)(=O)N(C)CC(=O)Nc2ccccc2C(F)(F)F)cc1OC | 1.4% | i | 1.0 | -2% | 1.1 | -1% | 6% | -1% | 2% | 3.8%
Cc1cc(C)n(-c2nc3ccccc3nc2N2CCOCC2)n1 | -1.1% | i | 0.7 | -3% | 1 | 6% | 11% | 0% | 18% | -21%

# Later entries
SMILES,ER stress rescue,Myeloid diff 2,Myeloid diff 2 GFP+ MAC1+ %,P. falciparum M17LAP,TNAP activators,P. falciparum M1AAP,human PMI inhibition,LYP inhibition,human PMI inhibitors,XIAP displacement
CCOC(=O)N1CCN(S(=O)(=O)c2ccc(F)c(C(=O)Nc3cccc(Cl)c3C)c2)CC1,-2.9%,i,1.6,0%,1.1,7%,5%,-5%,14%,-3.8%
COc1cccc(-c2nnc(N(C)C(=O)c3ccno3)s2)c1,-0.5%,nt,nt,29%,1.1,1%,-3%,-6%,1%,0.4%
Cc1ccc(Oc2ccc3c(c2)C(=O)N(c2cccc4cccnc24)C3=O)cc1,-2.3%,i,0.0,10%,1.1,9%,10%,6%,6%,2.0%
COc1ccc2c(CCNC(=O)c3ccco3)c[nH]c2c1,-2.2%,i,0.9,-1%,0.9,2%,-6%,-6%,8%,-1.4%
Oc1ccc(Br)cc1CN1CCCCCCC1,3.6%,i,6.8,12%,1.1,5%,1%,26%,-8%,-4.7%
CC(C)c1onc(C(=O)N2CCCCCC2)c1[N+](=O)[O-],-7.1%,i,1.0,1%,1,5%,0%,-8%,7%,-2.1%
COc1ccc(-c2csc(Cc3nnc4n3CCCCC4)n2)cc1,-1.3%,i,0.5,8%,1.1,-5%,-5%,2%,-11%,-5.1%
O=C1OCCC1Sc1nnc(-c2ccc3c(c2)OCO3)o1 (stereo not drawn),-1.9%,i,0.7,12%,1.1,3%,-16%,-1%,-10%,1.4%
O=C(c1cc2nc(-c3ccc(Cl)cc3)cc(C(F)(F)F)n2n1)N1CCOCC1,-1.6%,i,0.3,-2%,1.1,1%,13%,-6%,9%,-3.5%
CCN1CCN(CCNC(=O)c2cn(C(C)c3ccccc3F)nn2)CC1 (stereo not drawn),-2.7%,i,0.5,2%,1.1,13%,1%,2%,2%,-2.4%
O=C(O)CCC(=O)NN1C(=O)c2ccccc2NC1c1ccco1 (stereo not drawn),nt,i,0.9,-96%,nt,3%,nt,-11%,nt,nt
O=c1oc(-c2ccccc2)nc2sc3c(c12)CCC3,-3.9%,i,0.1,-1%,1,8%,12%,3%,12%,2.0%
CCC(C)(C)NC(=O)Cc1ccc(C)cc1,-1.0%,i,0.5,8%,1.2,-9%,3%,-12%,-2%,-10%
COc1ccc(NC(=O)c2cccs2)c([N+](=O)[O-])c1,1.4%,i,0.3,7%,1,2%,2%,-8%,3%,-5.5%
CC(NC(=O)CC1SC(N)=NC1=O)c1ccccc1 (stereo not drawn),0.3%,i,0.3,-18%,1.1,0%,-3%,-10%,-5%,-0.1%
CC(=O)Nc1ccc(CN2CCN(c3cccc(C(F)(F)F)c3)CC2)cc1,-0.5%,i,1.8,22%,1.1,-4%,9%,-7%,8%,-4.1%
CC(C)Sc1nc2c(cnn2-c2ccccc2)c(=O)[nH]1,nt,i,2.2,-13%,1.1,-1%,4%,-6%,2%,-5.3%
N#Cc1cccc(C(c2nnnn2Cc2ccccc2)N2CCCC2)c1 (stereo not drawn),2.6%,i,9.2,-5%,1.2,8%,-6%,-5%,-4%,-0.5%
O=S(Cc1ccc(Br)cc1)Cc1nnc(SCc2c(F)cccc2Cl)n1-c1ccccc1 (stereo not drawn),10%,i,0.4,9%,1.1,-4%,9%,-1%,15%,3.6%
CCC(Sc1nc2ccc(N)cc2s1)C(=O)Nc1nccs1 (stereo not drawn),-0.5%,i,1.1,6%,1.1,12%,-3%,-8%,-14%,-8.0%
Cc1cc(NC(=O)c2c(F)cccc2Cl)no1,-1.3%,i,0.3,-5%,1,1%,-15%,-1%,-7%,-6.7%
CCOC(=O)C1CCN(c2c(NCCN3CCCCC3C)c(=O)c2=O)CC1 (stereo not drawn),nt,i,2.1,-4%,1,2%,5%,13%,0%,-2.3%

# Screening results: PubChem BioAssay, several laboratories
